High-throughput results from PubChem BioAssay.
HTR1E agonist – 5-HT1E receptor agonists, primary screen, cell-based, HTS | activation, % at 6 µM | 5-hydroxytryptamine receptor 1E (Homo sapiens), P28566 | 0.69% of 65,000 active | CHO 5-HT1E Ga15 NFAT-bla reporter, FRET; 0% DMSO wells, 100% control agonist wells | AID 574, 2007;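 active means activation above a set limit, the screen-wide mean activation plus 3 SD, cut at about 8.5% in these data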;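 further: 100% = positive control agonist at 1 µM giving full maximal response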
Target sequence (P28566 whole entry, looked up): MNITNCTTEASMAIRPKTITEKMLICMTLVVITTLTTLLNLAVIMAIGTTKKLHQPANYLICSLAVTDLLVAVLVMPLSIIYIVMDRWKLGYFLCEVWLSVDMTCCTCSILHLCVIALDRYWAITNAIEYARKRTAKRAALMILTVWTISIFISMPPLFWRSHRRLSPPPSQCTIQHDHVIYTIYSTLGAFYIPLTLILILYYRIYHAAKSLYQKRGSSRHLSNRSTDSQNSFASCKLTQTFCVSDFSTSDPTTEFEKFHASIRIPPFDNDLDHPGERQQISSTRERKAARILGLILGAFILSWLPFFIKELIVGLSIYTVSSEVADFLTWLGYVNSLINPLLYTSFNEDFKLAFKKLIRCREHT
5HT1a ag – human 5-HT1a receptor agonists, primary screen, cell-based, CHO, Ga15 NFAT-bla reporter | 5-hydroxytryptamine receptor 1A (Homo sapiens), P08908 | CHO 5-HT1a Ga15 NFAT-bla reporter, FRET ratio; 0% basal, 100% maximal reference agonist | activation, % at 10 µM | 0.56% of 65,000 active;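 active means activation above the screen-wide mean activation plus 3 SD, cut at about 19% in these data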;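 further: 0% = DMSO wells and 100% = 5-CT at EC100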
Target sequence (P08908 whole entry, looked up): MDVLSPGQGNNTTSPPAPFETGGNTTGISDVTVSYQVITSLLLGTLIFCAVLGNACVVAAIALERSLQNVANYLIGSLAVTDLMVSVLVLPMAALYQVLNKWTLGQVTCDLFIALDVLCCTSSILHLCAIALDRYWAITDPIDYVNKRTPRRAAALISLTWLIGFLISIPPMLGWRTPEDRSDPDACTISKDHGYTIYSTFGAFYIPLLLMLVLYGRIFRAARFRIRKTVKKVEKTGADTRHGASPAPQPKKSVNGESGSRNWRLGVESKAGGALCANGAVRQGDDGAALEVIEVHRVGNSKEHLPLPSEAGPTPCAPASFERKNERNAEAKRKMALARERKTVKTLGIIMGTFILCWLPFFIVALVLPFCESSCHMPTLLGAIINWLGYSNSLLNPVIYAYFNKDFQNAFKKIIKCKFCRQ
5HT1E antag – 5-HT1E receptor antagonists, primary screen, cell-based, HTS; 0.99% of 65,000 active; 5-hydroxytryptamine receptor 1E (Homo sapiens), P28566; AID 571, 2007; inhibition, % at 6 µM; CHO 5-HT1E Ga15 NFAT-bla reporter, FRET, antagonist;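 active means inhibition above a set limit, the mean inhibition across every tested compound plus 3 SD, cut at about 29% in these data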;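 further: signal is the 460 over 535 nm emission ratio of beta-lactamase substrate; 0% = agonist plus DMSO wells and 100% = wells without agonist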
M1 agonist – M1 muscarinic receptor agonists, primary screen, CHO-M1 cells, Fluo-4 calcium, agonist mode; 3% of 64,000 active; Muscarinic acetylcholine receptor M1; AID 626, 2007; Fluo-4 calcium fluorescence; stronger effect = higher value; B-score at 10 µM;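 active means fluorescence rise, raw or as B-score row- and column-corrected plate score, outside the 99.7% band of its plate's samples, either direction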
Jurkat viability – cytotoxicity toward Jurkat T cells, primary screen, cytotoxicity control, cell-based, Jurkat E6.1, 60K MLSMR library; Jurkat E6.1 viability, ATP luminescence, 48 h; inhibition, % at 4 µM; 1.2% of 56,000 active;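 active means inhibition above the mean inhibition of all tested compounds plus 3 SD, cut at about 28% in these data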
M1 antag – antagonists of rat M1 muscarinic receptor; B-score at 10 µM; Muscarinic acetylcholine receptor M1 (Rattus norvegicus), P08482; 3.4% of 64,000 active; AID 628, 2007; CHO-M1 cells, Fluo-4 calcium, ACh EC80 antagonist mode; stronger effect = lower value;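 active means calcium fluorescence response, raw or row-and-column corrected B-score, differing from the plate sample mean either way at a set confidence level, mostly lower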
5-HT1A blocker – human 5-HT1a receptor antagonists, primary screen, cell-based, CHO, Ga15 NFAT-bla reporter; inhibition, % at 10 µM; 0.68% of 62,000 active; 5-hydroxytryptamine receptor 1A (Homo sapiens), P08908; AID 612, 2007; CHO 5-HT1a Ga15 NFAT-bla reporter, antagonist mode;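 active means inhibition above the mean of all tested compounds plus 3 SD, cut at about 43% in these data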;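 further: receptor stimulated by 5-CT agonist at 100 nM near EC80; beta-lactamase reporter measured by ratiometric fluorescence of a cleavable substrate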
S1P1 ag-PAM – S1P1 agonists and agonism potentiators, primary screen, cell-based, primary and confirmation screens, CRE-bla reporter; Sphingosine 1-phosphate receptor 1 (Homo sapiens), P21453; S1P1 CRE-bla cells, forskolin, beta-lactamase FRET, potentiator mode; S1P1 agonist co-added at EC20, 2 nM; 100% = saturating reference agonist, 0% = basal; activation, % at 9.5 µM; 0.57% of 56,000 active;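 active means activation above a cutoff set at the mean activation of all tested compounds plus 3 SD, cut at about 54% in these data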;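 further: forskolin at 4 µM as EC80 and the EC20 agonist is SEW2871; 100% = SEW2871 at its EC100 plus forskolin at EC80; some compounds past the cut are filed as inactive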
S1P3 ag – human S1P3 receptor agonists, primary screen, cell-based, primary and confirmation, NFAT-BLA reporter | S1P3 NFAT-BLA reporter cells, agonism, FRET ratio; relative to 1 µM S1P, basal subtracted | activation, % at 4.5 µM | Sphingosine 1-phosphate receptor 3 (Homo sapiens), Q99500 | 0.1% of 60,000 active | AID 373, 2006;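 active means activation above the screen-wide mean plus 3 SD, cut at about 4.5% in these data, passing the limit was not always enough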; further: some compounds called inactive have numbers as strong as hits
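material = human S1P3 NFAT-BLA reporter CHO cells | schedule = 4 h compound at 37 °C, 2 h substrate at RT | measured by = fluorescent BLA substrate, ex 405 nm, em 460/535 nm ratio | controls = 1 µM S1P reference | replication = primary once, confirmation triplicate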
Active calls of the source: *; . = no result given.

SMILES	HTR1E agonist	5HT1a ag	5HT1E antag	M1 agonist	Jurkat viability	M1 antag	5-HT1A blocker	S1P1 ag-PAM	S1P3 ag
O=C(CN(Cc1ccccc1F)C(=O)Cn1nnc(-c2cccs2)n1)NCC1CCCO1 (configuration not stated)	-0.3	-0.1	1	-0.96	-4	-0.38	-4	-10	0.1
Cc1nn(C(=O)c2cccs2)c(N)c1-c1ccccc1	0.6	-2.0	-13	0.017	1	0.29	-1	63	-0.8
c1ccc(-n2ncc3c(NCc4cccnc4)ncnc32)cc1	-0.3	-0.7	10	0.19	7	0.074	7	-15	-0.1
CCOC(=O)SC1=N/C(=C\c2ccc(N(C)C)cc2)C(=O)S1	-0.2	-1.5	-4	10*	7	0.66	5	-3	-1.2
NS(=O)(=O)c1ccc(S(=O)(=O)N(Cc2ccccc2F)CC2CCCO2)cc1 (configuration not stated)	-1.0	-0.8	5	-0.13	0	0.4	5	-12	-0.6
Cc1cc(NC(=O)CC2CCCC2)n(-c2nc3ccccc3[nH]2)n1	1.5	0.2	-3	1.6	0	-0.24	25	-8	0.1
CCOC(=O)c1c(N)sc(C(=O)Nc2ccc3c(c2)OCO3)c1C	-0.4	-1.8	9	1.2	10	-0.29	16	.	-0.5
Cc1c(-c2ccccc2)nc2ccccc2c1C(=O)O	5.2	-1.8	-1	0.19	2	-1.6	10	.	-0.1
CCC(C)NC(=O)c1cc(CC(C)C)on1 (configuration not stated)	0.7	-2.7	7	0.8	-6	-0.14	-3	-28	-1.1
O=C(Nc1ccc2c(c1)OCO2)Nc1ccc(Br)cn1	0.5	-4.8	-5	-0.57	-1	-0.39	3	-7	-1.6
CC(C)(C)n1ncc2c(=O)n(CC(=O)N3CCN(c4ccccc4)CC3)cnc21	-0.9	-1.9	-1	-0.87	-4	-0.44	-5	-14	0.6
CCn1c(C(=O)NCCCc2ccccc2)cc2sccc21	0.6	-3.4	-5	0.97	4	-0.14	8	-19	-0.1
c1ccc2c(c1)sc1nnnn12	-0.3	-1.7	-3	-0.36	11	0.64	-1	4	-1.4
CC(C)(O)/C=C1/Oc2ccccc2C1N1CCCCC1 (configuration not stated)	-0.6	-1.6	-5	-0.0049	-8	-0.31	-5	5	-0.4
C=CCN(C(=O)CNC(=O)c1ccco1)C(C(=O)NC1CCCCC1)c1ccccc1 (configuration not stated)	0.8	-1.8	-4	-0.26	-14	0.7	-7	-18	0.1
Cc1nc2cc(NC(=O)N3CCN(c4ccccn4)CC3)ccc2o1	0.0	0.1	-6	-0.14	-2	0.13	2	22	-0.3
CC(NC(=O)C1CCC1)c1ccc2c(c1)OCO2 (configuration not stated)	-0.2	-4.2	-6	-0.23	-7	0.53	3	-16	0.3
Cn1c(=O)cc(SCC(=O)NCc2ccco2)c2ccccc21	-0.8	-0.3	9	-0.62	0	0.72	-16	2	0.3
O=C(OCC(=O)N1CCN(C(=O)c2ccco2)CC1)c1ccccc1Cc1ccccc1	0.2	-1.0	1	0.73	0	0.24	-30	-19	-0.3
COc1cc(-c2nnc(Cn3cc(C(F)(F)F)ccc3=O)o2)cc(OC)c1OC	0.4	-1.4	29*	-0.48	-1	-0.0038	-5	-68	-0.9
COC(=O)C(NC(=O)C(NC(=O)c1ccccc1)C(C)C)C(C)C (configuration not stated)	-0.3	-1.6	-6	1.1	1	0.36	0	.	0.1
Cc1nc2sccn2c1-c1nc(-c2cc3ccccc3o2)cs1	0.1	-1.1	-11	-0.72	-5	0.054	16	-14	-0.9
Nc1nc(-c2ccc(Br)s2)c(Br)s1	-0.4	-3.0	7	1.2	2	0.024	26	-18	-0.8
N#CCc1nc(CSc2nc3ccccc3o2)cs1	0.1	-2.2	-6	-0.95	5	-0.32	11	2	-0.9
Cc1ccc(Nc2nc(N)nc(CN3CCN(C)CC3)n2)cc1	1.5	1.2	2	.	-1	.	-13	-5	-0.4
COc1ccc(NC(=O)Nc2cc(C)ccc2OC(F)F)c(OC)c1	-1.2	-1.3	-7	1.4	-7	2*	15	.	-0.9
Cc1oc(-c2ccccc2F)nc1CS(=O)(=O)CC(=O)NC1CCCC1	1.1	-4.3	-1	-0.79	-1	0.73	-6	-25	-0.3
Cc1ccc(SC(C)c2nc(-c3cccnc3)no2)cc1 (configuration not stated)	-0.4	-3.4	2	-0.97	-3	0	11	-12	-1.1
O=C(c1c(Cl)nc2sccn12)N1CCN(c2cccc(Cl)c2)CC1	-1.3	-3.3	42*	0.36	.	0.36	24	.	.
CC(C)(C)c1nnc2sc(SCC(=O)c3cccs3)nn2c1=O	-0.2	-2.0	5	1.2	.	1.1	10	.	.
Cc1ccc(NC(=O)c2cnn(-c3ccccc3)c2NC(=O)c2ccco2)cc1	-0.1	-2.5	-1	1	-1	0.63	-2	-7	-0.9
CCOC(=O)c1[nH]c2ccc(OC)cc2c1NC(=O)CN1CCN(c2ccccn2)CC1	0.3	29*	-4	3	.	-0.81	.	4	3.5
CCOc1cc(-c2nc3cc(C)ccn3c2NCC2CCCO2)ccc1O (configuration not stated)	0.1	-0.5	5	5.6*	-1	-2.4	3	-17	-0.7
O=C(CCC(=O)c1ccc(F)cc1)OC1CCOC1=O (configuration not stated)	0.1	-4.2	1	0.088	-3	0.32	-6	1	-1.4
O=C(NCc1ccccn1)Nc1ccc(Cl)c(Cl)c1	0.6	-0.9	5	-1.7	-2	-1	15	.	0.3
CCN(CC)C1CCCCC1NS(=O)(=O)c1ccc(Cl)cc1 (configuration not stated)	-0.3	-2.9	6	1.2	-4	1.1	-7	-11	0.4
O=C(CCSc1nnc(-c2ccncc2)o1)Nc1ccc(Cl)cc1	2.8	1.1	0	-1.7	.	0.15	5	.	.
Cc1cnc(C(=O)Nc2ccccc2-n2cccc2)cn1	-0.8	-0.2	8	1.2	5	-0.12	-15	-1	-0.1
O=C(CNS(=O)(=O)c1ccccc1)NCc1ccccn1	0.2	-0.2	3	-0.29	-1	-0.064	-5	6	-0.4
Cc1cnc(NC(=O)CSc2nnc(-c3ccccc3)n2Cc2ccccc2)s1	-0.8	0.1	11	-0.04	12	-0.55	8	-18	-0.7
O=C(CN1C(=O)CCC1=O)Nc1ccc(Br)cc1	-0.4	-0.7	9	-1	-1	-0.31	7	-2	0.3
CCOc1ccccc1NS(=O)(=O)c1cccs1	-1.3	-1.1	9	-2.1	12	-0.45	8	5	-1.2
COCCNCC#CCOc1ccc(OC)cc1	-2.0	-1.0	0	-0.64	-1	0.22	6	1	-0.4
Cc1oc(-c2ccccc2F)nc1CN1CCC(C(=O)NCCC2=CCCCC2)CC1	-0.1	-2.5	2	-1.1	7	-0.32	13	11	0.0
O=C(NC1CCCC1)C(c1cccs1)N(C(=O)c1ccno1)c1ccccc1 (configuration not stated)	-0.6	-0.3	3	-0.27	-3	0.069	17	5	-1.5
CCC(C)NC(=O)c1ccccc1NC(=O)CN1C(=O)c2ccccc2S1(=O)=O (configuration not stated)	-0.3	-1.9	-6	-0.69	-1	-0.35	3	-16	-0.3
CCOc1ccccc1C(=O)Nn1c(C2CCC2)nc2ccccc2c1=O	0.3	-3.9	-4	1.7	3	-0.39	9	4	-1.1
Cc1ccc(C(=O)Nc2ccccc2C(=O)NC2CCCCC2)cc1S(=O)(=O)N1CCOCC1	0.3	-2.7	-5	-0.51	0	-0.72	-17	6	0.2
COc1ccccc1NC(=O)CSc1ccc2nnc(-c3ccncc3)n2n1	0.4	3.6	3	-1.3	2	0.022	-8	16	-0.4
CCCCn1c(SCC(=O)Nc2nnc(C)s2)nc2c1c(=O)n(C)c(=O)n2C	0.0	-0.8	-10	-0.28	0	0.052	-5	-7	-0.5
Cc1occc1C(=O)NCCCCNC(=O)c1ccoc1C	0.6	-1.0	-9	0.68	-2	0.3	-6	-3	0.1
COc1cc(C2C3C(=O)N(c4ccccc4)C(=O)C3ON2c2ccccc2)ccc1O (configuration not stated)	-0.8	-3.7	-7	-0.025	.	-0.0085	.	-6	-3.5
Nc1nonc1C(=O)NCCNCc1cc(Br)ccc1OCc1ccc(F)cc1	-0.3	-0.8	10	1.4	26	-1.3	49*	93*	-2.4
NC(=O)COC(=O)c1cc(S(=O)(=O)N2CCOCC2)ccc1N1CCCCC1	-0.3	-2.6	-4	0.98	-4	1.7	1	-6	-1.3
Cc1ccc(C)c(OCCCCCn2ccnc2)c1	0.8	0.2	3	-1	6	-0.43	0	-8	-1.7
Cc1ccccc1-n1nc2c(c1NC(=O)c1cc3ccccc3oc1=O)CS(=O)(=O)C2	0.9	4.1	3	-0.079	.	0.78	-25	.	.
COC(=O)c1c(C)[nH]c(C(=O)C(C)Sc2nnc(-c3cc(OC)c(OC)c(OC)c3)o2)c1C (configuration not stated)	-0.3	0.2	-4	-0.39	-7	-0.74	6	-6	-1.4
COC(=O)c1ccc(CSc2nc3c(cnn3-c3ccc(Cl)cc3)c(=O)[nH]2)o1	-0.4	-1.7	1	1.7	-1	0.02	7	12	-0.2
COc1ccc(C(=O)N2CCCCC2)cc1S(=O)(=O)Nc1ccccc1	1.3	-3.7	-3	0.66	-2	-0.0059	-7	-19	0.2
CCOC(=O)N1CCC(NC(=O)c2cc3c(=O)n(C)c4ccccc4c3n2C)CC1	1.1	0.5	-20	2*	-1	6.6e-05	-8	-30	-0.6

Other results follow:
SMILES	HTR1E agonist	5HT1a ag	5HT1E antag	M1 agonist	Jurkat viability	M1 antag	5-HT1A blocker	S1P1 ag-PAM	S1P3 ag
N=c1c2c3c(sc2ncn1N)CCCCC3	-0.8	-1.2	-8	-0.36	4	1.1	6	14	-0.8
Cn1cc(S(=O)(=O)N2CCN(C(=O)c3ccco3)CC2)c(=O)n(C)c1=O	1.0	0.3	-4	0.6	-5	0.66	-1	7	-1.2
COc1ccc(CCNc2oc(Cc3ccccc3)nc2C#N)cc1OC	-1.4	-1.3	23	6.5*	8	-0.39	4	2	-0.4
CSc1nnc2c(n1)OC(C)N(C(=O)c1ccccc1)c1ccccc1-2 (configuration not stated)	-0.6	-1.3	-2	0.06	-3	-0.19	-1	10	-1.0
CC(=O)Nc1cn(C(C)=O)c(C)n1	0.3	-3.5	4	.	-1	.	9	-4	-0.4
CCc1nc(NC2CCCCC2)c(C#N)c2c1COC(C)(C)C2	-0.7	-0.6	4	0.38	.	-0.81	.	4	-2.4
